Assay outcomes as filed in PubChem BioAssay.
EBI2 antag = EBI2 receptor antagonists, beta-arrestin recruitment, primary screen, cell-based, luminescence, 7a,25-OHC stimulation, uHTS; G-protein coupled receptor 183 (Homo sapiens), P32249; inhibition, % at 5 µM; 360,000 compounds, 0.81% hits; 7a,25-OHC stimulated; in the data active = inhibition above about 38%;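 also: enzyme fragment complementation signal reports receptor beta-arrestin coupling in cells; 0% = agonist plus DMSO wells and 100% = wells without agonist; some results beyond the cut were filed as inactive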
Target sequence (P32249 whole entry, looked up, the tested form may be a part): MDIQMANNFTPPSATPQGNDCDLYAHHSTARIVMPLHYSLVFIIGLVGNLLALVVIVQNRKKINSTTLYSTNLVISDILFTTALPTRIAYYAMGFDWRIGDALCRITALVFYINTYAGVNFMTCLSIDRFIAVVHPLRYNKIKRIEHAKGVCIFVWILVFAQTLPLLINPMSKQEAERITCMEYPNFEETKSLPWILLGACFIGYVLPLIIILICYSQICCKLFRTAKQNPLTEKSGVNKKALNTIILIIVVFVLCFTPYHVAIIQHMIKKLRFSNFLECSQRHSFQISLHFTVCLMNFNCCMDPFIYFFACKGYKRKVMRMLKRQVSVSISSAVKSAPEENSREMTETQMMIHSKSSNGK
Jurkat NFkB inh = inhibitors of induced NF-kB luciferase reporter, primary screen, TCR NF-kB activation inhibitor project, cell-based, luminescence, uHTS; Jurkat, PMA/ionomycin-induced NF-kB luciferase reporter; inhibition, % at 4 µM; 330,000 compounds, 0.53% hits; AID 435003, 2010
SENP8 block = SENP8 protease inhibitors, primary screen, biochemical, luminescence | Sentrin-specific protease 8 (Homo sapiens), Q96LD8 | purified SENP8, Z-RLRGG-aminoluciferin cleavage | inhibition, % at 10 µM | 330,000 compounds, 1.2% hits
CCR6 antagonist = CCR6 receptor antagonists, primary screen, cell-based, CHO-K1, luminescence, beta-arrestin, uHTS; AID 493098, 2011; CHO-K1 CCR6 PathHunter beta-arrestin, CCL20-stimulated; 340,000 compounds, 0.49% hits; inhibition, % at 20 µM; C-C chemokine receptor type 6 (Homo sapiens), P51684;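 active = compounds whose inhibition of the agonist-driven luminescence signal at 20 µM reaches about 50%, limit read from the data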;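 also: cells stimulated with CCL20 at 14 nM final; plate controls were DMSO with CCL20 for no effect and DMSO without agonist for full effect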
Target sequence (P51684 whole entry, looked up): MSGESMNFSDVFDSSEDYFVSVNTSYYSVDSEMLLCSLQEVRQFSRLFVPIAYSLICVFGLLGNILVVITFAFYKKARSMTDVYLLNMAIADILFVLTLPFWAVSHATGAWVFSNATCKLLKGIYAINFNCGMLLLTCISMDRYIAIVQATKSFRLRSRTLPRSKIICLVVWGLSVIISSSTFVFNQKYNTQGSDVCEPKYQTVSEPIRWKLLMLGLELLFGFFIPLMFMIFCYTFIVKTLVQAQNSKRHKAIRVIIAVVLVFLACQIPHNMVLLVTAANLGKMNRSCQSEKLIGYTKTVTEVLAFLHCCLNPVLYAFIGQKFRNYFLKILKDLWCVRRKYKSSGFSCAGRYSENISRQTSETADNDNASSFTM
Apaf1 inhib = inhibitors of human Apaf-1 apoptosome, primary screen, biochemical, DEVD-Rh110 fluorescence, uHTS. Apoptotic protease-activating factor 1 (Homo sapiens), O14727. inhibition, % at 20 µM. reconstituted apoptosome caspase-3 activity. 330,000 compounds, 0.71% hits; active = inhibition of at least 40% at 20 µM;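 also: plate controls were DMSO wells for no effect and DEVD-CHO caspase inhibitor wells for full effect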
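Material: biochemical Apaf-1 apoptosome reconstitution. Medium: Hepes buffer, pH 7.5. Also added: cytochrome c activation, bis-DEVD rhodamine 110 substrate. Timing: 30 min compound preincubation, 50 min activation, room temperature. Measured by: rhodamine 110 fluorescence at Ex 480/Em 540 nm.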
UBC13 polyUb = UBC13 polyubiquitin chain formation inhibitors, primary screen, biochemical, TR-FRET, uHTS | Ubiquitin-conjugating enzyme E2 N (Homo sapiens), P61088 | inhibition, % at 20 µM | 330,000 compounds, 0.47% hits; in the data active = inhibition above about 45%, passing the limit was not always enough
Target sequence (P61088 whole entry, looked up): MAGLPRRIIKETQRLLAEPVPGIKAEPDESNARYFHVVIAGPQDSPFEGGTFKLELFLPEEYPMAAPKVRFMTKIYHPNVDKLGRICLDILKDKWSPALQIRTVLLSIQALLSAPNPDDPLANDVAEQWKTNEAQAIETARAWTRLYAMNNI
697 NFkB inh = inhibitors of PMA/ionomycin-induced NF-kB reporter, 697 cells, primary screen, B-cell NF-kB inhibitor project, cell-based, luminescence, uHTS; 697 B-cell NF-kB luciferase reporter, 16 h; inhibition, % at 4 µM; 330,000 compounds, 0.33% hits; AID 435022, 2010; in the data active = inhibition above about 35%
Gli-Sufu antag = Gli-Sufu pathway antagonists, primary screen, luciferase luminescence, Sufu-KO-LIGHT cells, uHTS | Sufu-KO-LIGHT fibroblasts, Gli luciferase reporter luminescence | inhibition, % at 5 µM | 340,000 compounds, 0.74% hits | AID 588413, 2011;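 active = inhibition above about 55%, limit read from the data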;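 also: 0% = DMSO-treated cells and 100% = wells with medium but no cells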
* = called active by the depositor; · = no result given. Rule as the data show it, unless noted: active = inhibition above about 50%; inactive = the rest. These rows are one share of the data. The share of hits here may be higher or lower than overall.

SMILES	EBI2 antag	Jurkat NFkB inh	SENP8 block	CCR6 antagonist	Apaf1 inhib	UBC13 polyUb	697 NFkB inh	Gli-Sufu antag
Cc1cccc(Cl)c1NC(=O)N1CCN(c2ccnc3cc(Cl)ccc23)CC1	10	23	1	11	1	10	27	20
COc1ccccc1CNC(=O)C/C(C)=N/NC(=O)Cc1ccccc1	-16	-11	-4	-3	2	7	5	-4
O=C(O)CC1(CC(=O)Nc2cccc(C(=O)O)c2)CCCC1	4	5	-10	2	8	0	-19	5
CCCc1cc(=O)[nH]c(SCc2nc3ccccc3s2)n1	4	-9	-6	2	3	0	9	1
O=C(Cc1ccc(Cl)cc1)Nc1ccc(-c2cc3ccccc3oc2=O)c(Cl)c1	6	59*	-7	17	16	3	-41	-17
COc1ccc(NC(=O)CCN2CCOCC2)c(OC)c1	-7	14	2	1	-10	-6	8	0
CN(Cc1ccccc1)C(=O)c1[nH]cnc1C(=O)Nc1ccccc1	-14	-3	2	-5	-2	10	3	29
O=C(C1CC1)N1CCN(c2ccnc3cc(Cl)ccc23)CC1	9	12	1	1	0	1	22	32
O=C(O)c1ccc(OCc2cn3ccccc3n2)cc1	-8	-11	-4	-3	-12	-3	-10	-7
CC1(C)c2[nH]c3ccccc3c2C[C@H]2C(=O)N(CCCO)CC(=O)N21	6	9	-2	7	-4	5	1	3
CCN(CC)CCNC(=O)c1ccc(NC(=O)c2cc(-c3ccco3)nc3ccccc23)cc1	5	-13	1	7	12	38	7	3
CCc1ccc(C(N)=S)cc1	1	12	7	10	-11	15	16	-2
CCN(C(=O)COC(=O)c1ccccc1Cc1ccccc1)C1CCS(=O)(=O)C1 (stereo not drawn)	6	-1	-8	12	4	-2	3	-9
COc1ccc(-c2cc(C)no2)cc1S(=O)(=O)N1CCN(c2ccccc2F)CC1	-5	21	-12	13	20	-4	-41	9
CCN(CC)C(=O)[C@H]1C[C@H](CC(=O)NCC23CC4CC(CC(C4)C2)C3)C(=O)N2CCc3c([nH]c4ccc(Cl)cc34)[C@]12C	6	·	·	20	32	·	22	-1
Cc1cc(N2C(=O)C(O)=C(C(=O)c3cc4ccccc4o3)C2c2ccc(Cl)cc2)no1 (stereo not drawn)	9	-15	-8	8	7	-16	5	4
COc1ccc(OCC(=O)OCC(=O)Nc2cc(S(=O)(=O)N3CCOCC3)ccc2Cl)cc1	-2	19	-2	10	-3	6	14	-2
Cc1ccc(S(=O)(=O)CCSc2cccc(C(=O)Nc3ccccc3C(=O)O)c2)cc1	-1	2	65*	-2	-4	-10	-35	-1
O=C(Nc1nccs1)c1nc(-c2ccccc2)n(-c2ccccc2)n1	-1	18	2	-6	8	-8	-7	5
O=c1nc(Nc2ccccc2)oc2ccccc12	-6	-26	1	0	-7	-3	-68	-20
CCOC(=O)C1CCN(C(=O)NC23CC4CC(CC(C4)C2)C3)CC1	0	-11	-3	3	-4	-9	-11	-2
Cc1ccc(-n2c(C)nnc2SCC(=O)NC2CC2)cc1	6	-5	-9	-5	3	-2	-6	6
CC1CCCC(NC(=O)COC(=O)c2cccs2)C1C (stereo not drawn)	2	-16	-6	5	2	-16	1	3
CCOc1ccccc1CN1CCCC(CNS(=O)(=O)c2ccc(OC)cc2)C1 (stereo not drawn)	-12	-10	-2	17	6	-2	-10	23
COc1ccc2cc(C(c3nnnn3CC3CCCO3)N3CCOCC3)c(=O)[nH]c2c1 (stereo not drawn)	-13	10	-3	1	30	-20	-16	5
CCOc1ccc(N2CC(C(=O)NCCc3c[nH]c4ccc(C)cc34)CC2=O)cc1 (stereo not drawn)	17	-4	-11	-2	-1	-6	-8	-14
COc1ccc(C2CC(c3ccc4ccccc4c3)=NN2C(=O)CN2CCC(C(N)=O)CC2)cc1 (stereo not drawn)	-6	-52	-9	-17	21	-6	-28	-14
COc1ccccc1NC(=S)NCCc1ccc(F)cc1	2	-4	4	12	-2	6	4	4
CCN(CC)c1ncnc2c1[nH]c1ccccc12	-2	-6	-1	-4	0	7	-5	-14
Cc1cc(C)cc(NC(=O)C2CCN(C(=O)c3cccs3)CC2)c1	9	8	-3	15	5	-5	7	-17
O=C(c1ccc(S(=O)(=O)c2ccc(Cl)cc2)cc1)N1CCOCC1	-12	20	4	-12	5	6	13	10
O=C(COc1ccc([N+](=O)[O-])cc1)Nn1cnnc1	-1	13	-4	6	-2	8	22	-8
Cc1cc(=O)n2nc(N3CCC(C(=O)NCC(C)c4ccccc4)CC3)sc2n1 (stereo not drawn)	-8	7	12	-8	-1	-4	-7	-12
Cc1ccccc1CN1CCN(C(=O)c2cc(-c3ccncc3)nc3ccccc23)CC1	-20	4	-3	5	17	8	-6	22
c1ccc(Cc2c[nH]c3ccccc23)cc1	6	-29	-13	-2	9	-5	-27	6
COc1ccc(-c2sc3ccc(OC)cc3c2-c2ccc(O)cc2)cc1	4	-26	-22	32	25	13	-47	-4
CS(=O)(=O)Nc1ccccc1Oc1ccccc1	-10	8	0	5	-9	3	8	1
CC#CC[N+](C)(CC#CC)CC(=O)c1ccccc1	8	2	-5	0	0	6	4	6
O=S(=O)(c1ccc(F)cc1)N1CCN(CCOc2ccccc2)CC1	22	0	-6	8	5	6	2	-1
CCc1ccccc1NC(=O)CNC(=O)c1cccc(S(=O)(=O)N2CCN(Cc3ccccc3)CC2)c1	1	12	15	11	14	6	10	5
c1csc(-c2nc3ccccc3s2)c1	11	-70	78*	-3	3	10	-90	-17
CCN(C(=O)c1cc2ccccc2oc1=O)c1cccc(C)c1	-12	-9	-4	-8	-4	-12	-1	-11
CC(=O)NC(=S)Nc1ccc(N2CCOCC2)c(S(=O)(=O)Nc2cc(Cl)ccc2Cl)c1	4	2	1	-1	8	-16	-2	-10
CCN1CCN(C(=O)c2ccc(S(=O)(=O)Nc3ccccc3)cc2)CC1	0	9	9	-6	-10	14	7	1
NC(=O)c1ccc(NC(=O)C2CC(=O)N(c3ccc4c(c3)OCCO4)C2)cc1 (stereo not drawn)	-11	6	-2	3	-6	-10	16	-2
O=C(N/N=C\c1ccc2c(c1)OCO2)c1ccc(Cn2cc(Br)c([N+](=O)[O-])n2)o1	-2	11	-12	4	-4	-2	2	13
Cc1c(Cc2ccccc2)c(=O)oc2cc(OCC(=O)N[C@@H](Cc3ccccc3)C(=O)O)ccc12	-2	12	1	6	1	-5	19	2
O=C(COC(=O)c1cccc(S(=O)(=O)N2CCCC2)c1)NCc1ccccc1	-8	4	-8	-1	10	-1	-13	-2
CS(=O)(=O)N1CCN=C1SCc1ccc(Br)cc1	5	5	-6	-2	-4	11	-12	-1
O=C(NCC1CCCO1)C1CCCCN1S(=O)(=O)c1ccc(F)cc1 (stereo not drawn)	-10	8	2	-31	0	-3	18	1
Cc1ccc(Nc2oc(C)nc2C#N)cc1	-8	-7	1	3	-24	4	-3	4
Cc1cc(C2C(C#N)=C(N)OC3=C2C(=O)CC(C)(C)C3)c(C)s1 (stereo not drawn)	-10	9	-2	13	9	-6	11	-36
Cc1ccc(NC(=O)N(CCCN2CCOCC2)Cc2cc3cc4c(cc3[nH]c2=O)OCO4)cc1	-1	-10	-1	9	12	-11	-24	-4
CCOc1cc(C(=O)NCc2ccc(C)cc2)ccc1OCC(=O)N1CCOCC1	-21	15	-1	-10	1	2	21	-1
CC(=O)Nc1ccc(NC(=O)C2CCCN2S(=O)(=O)c2cccc(C(F)(F)F)c2)cc1 (stereo not drawn)	8	8	6	5	-1	6	-3	5
COc1ccc(C(=O)NCC(=O)OCc2nc(N)nc(Nc3ccccc3C)n2)cc1	6	-1	-3	-1	0	1	14	-1
CCN1C(=NCC2CC2)N[C@@H](c2cccc(C(F)(F)F)c2)C(C(=O)OC)=C1C	11	6	-2	15	12	27	-8	96*
O=S(=O)(Nc1ccc(F)cc1)N1CCCCCC1	-20	-10	6	5	-7	6	-14	-3
COc1ccc(OCC(=O)Nc2ccc(S(=O)(=O)N3CCCCC3)cc2)cc1	21	12	4	3	10	4	0	2
O=C(/C=C/Nc1ccc(F)cc1F)c1ccco1	-15	-64	87*	9	3	3	-154	-99

Looked up by compound from the entries so far:
SMILES	EBI2 antag	Jurkat NFkB inh	SENP8 block	CCR6 antagonist	Apaf1 inhib	UBC13 polyUb	697 NFkB inh	Gli-Sufu antag
CCN1C(=NCC2CC2)N[C@@H](c2cccc(C(F)(F)F)c2)C(C(=O)OC)=C1C	11	6	-2	15	12	27	-8	96*
O=C(NCC1CCCO1)C1CCCCN1S(=O)(=O)c1ccc(F)cc1 (stereo not drawn)	-10	8	2	-31	0	-3	18	1

New compounds follow
SMILES	EBI2 antag	Jurkat NFkB inh	SENP8 block	CCR6 antagonist	Apaf1 inhib	UBC13 polyUb	697 NFkB inh	Gli-Sufu antag
O=C(Nc1ccc(N2CCOCC2)cc1)c1ccc(Cl)c(S(=O)(=O)N2CCCC2)c1	0	46	-5	13	2	3	-10	38
CC(CCc1ccccc1)NC(=O)/C=C/c1ccc(Cl)cc1 (stereo not drawn)	31	-1	-13	16	23	0	-20	1
COc1cccc(-n2c(CN3CCN(c4ccccc4)CC3)nc3ccc([N+](=O)[O-])cc3c2=O)c1	-1	3	-3	12	9	-4	-8	-1
COc1cc2c(cc1OC)[C@@H](Cc1ccc(OCCC#N)cc1)N(C)CC2	-6	3	-1	15	3	4	9	-8
COc1ccccc1NC(=O)CSc1nc2ncccc2[nH]1	-3	-7	-3	5	-3	9	12	-2
COC(=O)C(O)(CC(=O)Nc1ccc(OC)cc1)C(F)(F)F (stereo not drawn)	-18	16	-4	-3	1	8	7	3
O=C(c1ccc(F)cc1)C1CCN(C(=O)Nc2ccc(F)cc2)CC1	35	16	3	-7	3	2	-14	10
COc1ccc(CCNS(=O)(=O)c2ccc(C3CNC(=O)C3)cc2)cc1OC (stereo not drawn)	-6	-4	5	-9	-15	1	13	3
CCC(C)NC(=O)c1cn(CC)c2cc(N3CCN(C(=O)c4ccco4)CC3)c(F)cc2c1=O (stereo not drawn)	3	-36	-17	0	14	9	5	6
O=C(Cc1ccccn1)c1ccc(Cl)cc1	0	-53	3	4	1	4	-64	-68
C/C(N)=C(/C#N)C(=O)CSc1n[nH]c(-c2cccs2)n1	-4	-3	-7	14	-8	-5	-7	29
CCOC(=O)C/C(=N\Nc1ncnc2ccccc12)c1ccccc1	-3	-36	-8	28	11	-16	-80	4

An excerpt of these results, in markdown.
| molecule | EBI2 antag | Jurkat NFkB inh | SENP8 block | CCR6 antagonist | Apaf1 inhib | UBC13 polyUb | 697 NFkB inh | Gli-Sufu antag |
| --- | --- | --- | --- | --- | --- | --- | --- | --- |
| COc1ccc(OCC(=O)OCC(=O)Nc2cc(S(=O)(=O)N3CCOCC3)ccc2Cl)cc1 | -2 | 19 | -2 | 10 | -3 | 6 | 14 | -2 |
| Cc1ccc(NC(=O)N(CCCN2CCOCC2)Cc2cc3cc4c(cc3[nH]c2=O)OCO4)cc1 | -1 | -10 | -1 | 9 | 12 | -11 | -24 | -4 |
| C/C(N)=C(/C#N)C(=O)CSc1n[nH]c(-c2cccs2)n1 | -4 | -3 | -7 | 14 | -8 | -5 | -7 | 29 |

Additional records
SMILES	EBI2 antag	Jurkat NFkB inh	SENP8 block	CCR6 antagonist	Apaf1 inhib	UBC13 polyUb	697 NFkB inh	Gli-Sufu antag
Nc1nnc(SCC(=O)Nc2ccc(Cl)c(C(=O)O)c2)s1	0	3	7	-2	-2	-2	10	-6
CCN(Cc1cc2cc(C)ccc2[nH]c1=O)C(=O)c1cccc(OC)c1	6	13	-5	6	-17	6	17	-14
CCOC(=O)CNC(=O)CSc1nnc(Cn2c(=O)sc3ccccc32)n1-c1ccccc1C	4	-3	-2	-4	-4	0	11	3
CCOc1cc(/C=C2/SC(=S)NC2=O)ccc1OC(=O)c1ccco1	-20	6	3	20	18	-19	7	-3
